# Source: PubChem
# hcDAF-12 act: H. contortus DAF-12 nuclear receptor activators, primary screen, cell-based, luminescence, HEK293, lit1-tk-luc reporter | activation, % at 6.8 µM | HEK293 hcDAF-12 lit1-tk-luc reporter; 0% DMSO, 100% Δ7-dafachronic acid | AID 652067, 2013 | 370,000 tested, 1.4% active;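 active means activation above the mean of all tested compounds plus 3 SD, cut at about 5.5% in these data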;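 further: 100% = response to 3 µM Δ7-dafachronic acid high control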
# DAX1 inh-1: DAX1 (NR0B1) inhibitors on StAR promoter, primary screen, cell-based, luminescence, SF-1 (NR5A1), full-length DAX-1; HEK293T StAR-luciferase reporter, SF-1/DAX-1 repression relief; 370,000 tested, 1.1% active; AID 652010, 2013; inhibition, % at 6.8 µM;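 active means inhibition above the mean over all tested compounds plus 3 SD, cut at about 3.6% in these data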;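 further: 0% = DAX-1 cells with DMSO and 100% = cells lacking DAX-1 with DMSO; higher inhibition means more luminescence from relief of DAX-1 repression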
# ssDAF-12 act: S. stercoralis DAF-12 nuclear receptor activators, primary screen, cell-based, luminescence, HEK293, GRIP1 co-expression, lit1-tk-luc. HEK293 ssDAF-12/GRIP1 lit1-tk-luc reporter; % of 3 µM dafachronic acid response. activation, % at 6.8 µM. 370,000 tested, 1% active;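 active means activation above the mean over all tested compounds plus 3 SD, cut at about 0.9% in these data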;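 further: 0% = DMSO-only wells and 100% = 3 µM delta7-dafachronic acid wells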
# NR1D1 modulator: modulators of Rev-erb alpha DNA binding, primary screen, biochemical, FITC-DNA, fluorescence polarization, uHTS; Rev-erbα–FITC-DNA binding, 90 min; activity, % at 10 µM; 370,000 tested, 0.79% active; AID 1259318, 2017;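 active means activity above about 14%, limit read from the data; passing the limit was not always enough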;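 further: 0% = DMSO wells with 35 nM protein and 100% = DMSO wells with 750 nM protein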
# GAA850 FXN act: FXN promoter activators, primary screen, cell-based, luciferase luminescence, HEK293 lucGAA850; HEK293 lucGAA850 FXN promoter luciferase reporter, 24 h; percent of 10 µM SAHA response; activation, % at 6 µM; 360,000 tested, 0.56% active;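 active means activation above the average of all compounds screened plus 3 SD, cutoff fixed separately per campaign, cut at about 7.5% in these data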;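 further: 0% = DMSO wells and 100% = 10 µM SAHA wells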
# SMARCA2 activ: SMARCA2 (BRM) function activators, primary screen, cell-based, luminescence, high throughput | MG213 cells, MMTV-luciferase reporter, dexamethasone, overnight | activation, % at 9.1 µM | 370,000 tested, 1% active | AID 652017, 2013; in the data active means activation above about 7.8%;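 further: 0% = vehicle wells and 100% = reference activator wells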
# PG9 binder: binders of HIV-1 gp120 antibody PG9, primary screen, biochemical, TR-FRET; HIV-1 gp120 / PG9 antibody interaction; TR-FRET gp120-PG9 antibody binding; inhibition, % at 6.7 µM; 360,000 tested, 0.43% active; AID 624416, 2012; in the data active means inhibition above about 8.5%
# sPLA2-III inh: human group III sPLA2 inhibitors, primary screen, biochemical, QFRET, BODIPY PC-A2 liposome substrate; Group 3 secretory phospholipase A2 (Homo sapiens), Q9NZ20; QFRET BODIPY PC-A2 liposome hydrolysis, fluorescence; inhibition, % at 12.2 µM; 370,000 tested, 0.56% active; AID 743126, 2013;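 active means inhibition above mean plus 3 SD of compounds lying within the high and low control bounds, cut at about 19% in these data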;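 further: 0% = median of test compound wells and 100% = no enzyme DMSO wells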
# Target sequence (Q9NZ20 whole entry, looked up): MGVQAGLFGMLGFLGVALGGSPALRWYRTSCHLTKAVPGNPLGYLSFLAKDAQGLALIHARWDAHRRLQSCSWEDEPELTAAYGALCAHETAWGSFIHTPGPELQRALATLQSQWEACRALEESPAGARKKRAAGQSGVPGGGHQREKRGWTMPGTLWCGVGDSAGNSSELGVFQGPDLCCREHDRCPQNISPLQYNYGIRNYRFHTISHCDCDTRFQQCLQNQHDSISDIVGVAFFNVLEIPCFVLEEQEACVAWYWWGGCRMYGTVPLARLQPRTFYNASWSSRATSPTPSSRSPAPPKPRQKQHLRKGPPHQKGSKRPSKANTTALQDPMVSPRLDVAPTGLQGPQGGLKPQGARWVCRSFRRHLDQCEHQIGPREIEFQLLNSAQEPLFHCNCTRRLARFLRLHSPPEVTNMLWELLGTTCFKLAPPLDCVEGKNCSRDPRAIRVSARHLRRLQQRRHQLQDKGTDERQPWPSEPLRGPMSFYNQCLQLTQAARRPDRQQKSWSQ
# hgDAF-12 ag: H. glycines DAF-12 receptor agonists, primary screen, cell-based, luminescence, HEK293, GAL4 fusion, UAS-luciferase; 370,000 tested, 1.8% active; HEK293 GAL4-hgDAF12 UAS-luciferase reporter, agonist luminescence; normalized to butyrate control; Nuclear hormone receptor DAF-12 (Heterodera glycines), GAL4 fusion; activation, % at 6.8 µM; AID 687014, 2013;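 active means activation above a cutoff set at the mean of all screened compounds plus 3 SD, cut at about 10% in these data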;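 further: 0% = DMSO wells and 100% = sodium butyrate wells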
# PLC-beta3 inh: human PLC-beta3 inhibitors, primary screen, biochemical, fluorescence | 1-phosphatidylinositol 4,5-bisphosphate phosphodiesterase beta-3 (Homo sapiens), Q01970 | Purified PLC-beta3, fluorogenic substrate | inhibition, % at 12.2 µM | 370,000 tested, 0.18% active; in the data active means inhibition above about 11%;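 further: 0% = median of compound wells on plate and 100% = full blocker control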
# DAX1 inh-2: DAX1 (NR0B1) inhibitors, primary screen, cell-based, HEK293, Gal4-DAX1, luciferase luminescence; Nuclear receptor subfamily 0 group B member 1 (Homo sapiens), P51843; HEK293 Gal4-DAX1 luciferase reporter; inhibition, % at 6.75 µM; 340,000 tested, 0.99% active; AID 504766, 2011;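 active means inhibition above the mean over all tested compounds plus 3 SD, cut at about 4.2% in these data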;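 further: 0% = DAX1-transfected cells with DMSO and 100% = empty-vector control cells with DMSO; inhibition shows as a rise in luminescence from relieved DAX1 repression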
# Target sequence (P51843 207-470 limits assumed): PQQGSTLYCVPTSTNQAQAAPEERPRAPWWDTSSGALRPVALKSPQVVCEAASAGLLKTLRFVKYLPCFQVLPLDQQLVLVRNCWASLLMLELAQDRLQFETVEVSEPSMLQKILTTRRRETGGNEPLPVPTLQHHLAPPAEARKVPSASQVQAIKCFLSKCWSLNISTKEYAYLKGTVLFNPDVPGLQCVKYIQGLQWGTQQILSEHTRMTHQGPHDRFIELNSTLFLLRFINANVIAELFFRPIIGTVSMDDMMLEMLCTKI
# Active calls of the source: *; i = inactive; x = no result given.
SMILES,hcDAF-12 act,DAX1 inh-1,ssDAF-12 act,NR1D1 modulator,GAA850 FXN act,SMARCA2 activ,PG9 binder,sPLA2-III inh,hgDAF-12 ag,PLC-beta3 inh,DAX1 inh-2
CC1(C(=O)NS(=O)(=O)c2ccccc2Cl)CCN1C(=O)COc1ccc(Cl)cc1 (stereo unspecified),-0.1,0.2,-1.1,-4,1.5,-3,0.1,-8,-3.7,3,x
O=C(Nc1ccc(F)c(Cl)c1)C1CCN(S(=O)(=O)c2cccnc2)CC1,0.3,-0.9,-1.2,-4,-1.6,-1,1.3,-12,-2.8,-2,-0.6
Cc1cccc(N2CC(C(=O)Nc3ccc4c(c3)OCCO4)CC2=O)c1C (stereo unspecified),-2.4,-0.6,-1.2,2,-2.1,0,-1.3,-3,-4.6,1,3.3
CCOc1cc(-c2noc(-c3ccncc3)n2)cc(Br)c1OC,2.3,-0.5,-0.7,0,0.3,0,1.1,2,-0.3,2,1.4
Cn1cc(-c2csc(C(O)(c3ccccc3)C(F)(F)F)n2)cn1 (stereo unspecified),0.4,1.3,-1.7,3,1.4,1,-1.2,-8,-0.1,1,x
COc1ccccc1C(=O)OCCNC(=O)Cn1cnc2c1c(=O)n(C)c(=O)n2C,3.4,-0.7,-1.2,-1,-1.1,-3,-0.5,0,-1.1,-5,1.0
CC1(C(=O)NS(=O)(=O)c2ccccc2C(F)(F)F)CCN1C(=O)c1cccc(F)c1 (stereo unspecified),-1.8,0.2,-0.7,0,-0.9,0,-1.2,1,2.5,1,x
COc1ccccc1NC(=S)N(Cc1ccccn1)Cc1ccccc1Cl,-2.4,-1.1,-1.7,7,0.0,-3,-2.5,0,-0.8,-10,0.1
COc1ccc(NC(C)=O)cc1NC(=O)CSc1nnc(-c2ccncc2)n1C,-1.4,0.6,-1.9,0,1.2,-2,0.3,6,-0.8,0,1.7
O=C(Nc1ccc2[nH]c(=O)[nH]c2c1)c1c(F)c(F)c(F)c(F)c1F,-3.0,-0.2,-1.5,-1,0.5,3,-0.9,3,-1.6,2,0.5

# Overlap with the part before: five entries; new compounds follow.
SMILES,hcDAF-12 act,DAX1 inh-1,ssDAF-12 act,NR1D1 modulator,GAA850 FXN act,SMARCA2 activ,PG9 binder,sPLA2-III inh,hgDAF-12 ag,PLC-beta3 inh,DAX1 inh-2
COc1ccccc1C(=O)OCCNC(=O)Cn1cnc2c1c(=O)n(C)c(=O)n2C,3.4,-0.7,-1.2,-1,-1.1,-3,-0.5,0,-1.1,-5,1.0
CC1(C(=O)NS(=O)(=O)c2ccccc2C(F)(F)F)CCN1C(=O)c1cccc(F)c1 (stereo unspecified),-1.8,0.2,-0.7,0,-0.9,0,-1.2,1,2.5,1,x
COc1ccccc1NC(=S)N(Cc1ccccn1)Cc1ccccc1Cl,-2.4,-1.1,-1.7,7,0.0,-3,-2.5,0,-0.8,-10,0.1
COc1ccc(NC(C)=O)cc1NC(=O)CSc1nnc(-c2ccncc2)n1C,-1.4,0.6,-1.9,0,1.2,-2,0.3,6,-0.8,0,1.7
O=C(Nc1ccc2[nH]c(=O)[nH]c2c1)c1c(F)c(F)c(F)c(F)c1F,-3.0,-0.2,-1.5,-1,0.5,3,-0.9,3,-1.6,2,0.5
COc1ccc(OC2CCN(S(=O)(=O)c3ccc(OC)cc3)CC2)cc1,-3.2,-0.3,-1.1,1,1.3,-4,-0.1,2,-3.0,-10,-1.4
O=c1c2ccccc2nc(-c2ccccc2)n1Cc1ccccc1,-0.8,0.2,-0.7,5,4.4,-1,-2.8,-8,1.8,0,3.0
Cc1oc(-c2ccccc2)nc1C(=O)O,-0.6,0.1,-0.7,-8,1.9,-3,-0.8,-1,-1.2,-2,1.2
COc1cc(/C=C/C(=O)OCC(=O)N2CCN(S(=O)(=O)c3ccc(C)cc3C)CC2)ccc1O,-3.3,-0.5,-1.9,4,2.2,0,-1.8,-38,0.3,-83,-0.9
C#CCOCCOCCOCCNc1nc(N2CCN(C(=O)[C@H](CCC(=O)O)n3cc(CN)nn3)CC2)nc(N2CCN(C(=O)[C@H](CCCCN)n3cc([C@@H](N)CC(N)=O)nn3)CC2)n1,0.5,0.0,-0.8,1,1.2,2,-1.3,0,-0.3,-1,-1.2
CCc1nnc(NS(=O)(=O)c2ccc(N/C=C\C(=O)c3cccc4ccccc34)cc2)s1,0.8,0.3,-0.5,3,0.3,2,-0.2,-39,-1.2,-153,0.6
CC(C)OC(=O)c1ccc(NCc2cc(O)ccc2O)cc1Cl,-2.3,-3.7,-1.5,6,2.0,0,-0.6,32*,-12,-6,-3.6
CCOc1ccc(-c2cc(C(=O)NCc3ccc(F)cc3)[nH]n2)c(C)c1,-2.2,-0.5,-1.5,-1,1.2,-1,1.1,-8,2.9,4,x
CN[C@H]1C[C@@H](c2ccccc2Br)N(C(C)=O)C[C@H]1CO,-1.2,0.9,-1.1,-1,x,1,-0.5,0,-2.3,1,x
O=C(CSc1nnc(SCc2cccc3ccccc23)s1)c1ccc(F)cc1,-0.1,1.2,-0.9,-8,x,-4,x,-21,2.2,-3,x
CCn1cc(Br)c(C(=O)Nc2ccc(OC)cc2)n1,0.4,0.9,-0.5,-2,0.7,4,-0.1,-3,1.0,3,0.1
CCC(=O)Nc1ccc(-c2ccc(NC(=O)CC)c(OC)c2)cc1OC,-1.7,-0.4,-1.4,-6,0.8,-5,-0.1,8,-0.8,-1,1.0
CC(Oc1ccc2ccc(=O)oc2c1)C(=O)N1CCOCC1 (stereo unspecified),1.5,1.1,-0.5,0,-0.5,-3,-1.0,4,3.8,-266,0.9
O=S(=O)(NC1CCCCC1NCc1ccco1)c1ccccc1 (stereo unspecified),4.0,-0.4,-0.4,-1,1.3,1,-1.3,-1,1.0,2,0.3
CC(C)[C@H](NS(=O)(=O)c1ccccc1)C(=O)OCc1cc([N+](=O)[O-])cc2c1OCOC2,-0.8,-0.5,-0.8,-2,2.0,2,-2.2,-22,1.4,0,0.0
COc1ccc2c(c1)CO[C@H]([C@H](O)COC(C)=O)[C@H]2/C=C/c1ccccc1,-1.9,-1.0,-0.7,10,x,-3,x,-6,-2.3,-1,x
Cc1cc(OCC(=O)OCC(=O)NC2CCCC2)ccc1Cl,1.4,2.2,-1.1,-1,0.6,11*,-1.7,1,2.8,-3,0.8
COc1cccc(C(=O)Nc2ccc(-c3nnc(-c4ccco4)o3)cc2)c1,-2.9,-1.6,-2.0,-5,-5.0,2,1.7,-26,-3.1,-51,-3.1
CCC(C)N(C(=O)CSc1nnc(COc2ccccc2F)n1N)C1CCS(=O)(=O)C1 (stereo unspecified),-1.0,0.4,-0.8,6,-0.3,-2,1.1,3,-0.8,-1,1.3
OC1CCCN(c2ncnc3c2nnn3Cc2c(F)cccc2Cl)C1 (stereo unspecified),-1.1,-0.1,-1.6,-3,-0.6,-4,0.1,-3,-0.2,-7,0.0
CCCOc1ccc(-c2nc(CSCC(=O)NC3CC3)c(C)o2)cc1,-2.4,x,-2.1,3,x,x,x,-5,-1.1,-1,x
CCOC(=O)c1ccc(NC(=O)c2nc[nH]c2C(=O)NC[C@@H](C)O)cc1,-1.8,-1.2,-1.6,4,0.0,-4,-0.3,-16,0.2,-1,-1.3
O=c1cc(CO)oc(C(Nc2ccccn2)c2ccc(C(F)(F)F)cc2)c1O (stereo unspecified),1.5,0.9,-0.5,2,0.3,0,0.1,-5,2.3,-19,-0.7
COc1ccc(N2C(=O)CC(Sc3nnnn3-c3ccc(F)cc3)C2=O)cc1 (stereo unspecified),-1.6,-0.1,-0.7,-1,-3.9,-3,1.2,-9,-0.9,-1,-0.7
CC(=O)Nc1cccc(C(=O)OCC(=O)N(c2ccccc2)C2CCS(=O)(=O)C2)c1 (stereo unspecified),-0.4,0.3,-0.9,-4,0.7,-2,0.0,-1,0.1,4,-0.2
CCOC(=O)C1CCN(Cc2cc(=O)n3c(-c4ccccc4)csc3n2)CC1,0.6,-0.4,-0.2,9,0.7,-1,-1.1,-7,-0.2,-11,-0.8
O=C(c1ccncc1)N1CCCC(N2CCN(c3ccc(F)cc3)CC2)C1 (stereo unspecified),0.6,0.2,-1.0,-5,0.4,-1,-0.5,10,-1.4,-2,0.3
COCCCNC(=O)CN(C1CCCCC1)S(=O)(=O)c1ccc(C)cc1,0.2,-0.6,-0.5,-2,1.9,-4,-2.0,8,-2.2,0,-1.0
O=C1NC(=O)C2(CCCCC2)N1,0.8,1.1,-1.5,-6,1.6,-3,0.2,8,-1.9,-9,-0.4
Cc1ccc(-c2[nH]c3ccccc3c2SCCNC(=O)c2ccc(S(=O)(=O)N3CCOCC3)cc2)cc1,-4.0,-4.0,-1.5,-2,0.6,-6,-0.2,-13,-6.5,-11,0.3
Cc1cc(C)n(CC(=O)N/N=C/c2ccc3c(c2)OCO3)n1,0.2,-0.4,-0.7,-5,4.5,0,-4.0,1,-0.1,0,-1.3
COc1ccccc1-n1c(N)c(C(=O)NCC2CCCO2)c2nc3ccccc3nc21 (stereo unspecified),2.1,-1.4,-0.3,5,1.9,0,-0.8,-13,2.0,i,0.6
Cc1cc(C)cc(N=c2c([N+](=O)[O-])nn(-c3cccc(Cl)c3)n2O)c1,0.1,-2.1,-1.9,-6,1.7,-6,-0.2,-4,-0.6,-2,-1.2
CC1CCc2c(sc3nc(CSc4nnnn4C)[nH]c(=O)c23)C1 (stereo unspecified),-2.6,0.0,-0.9,-3,1.4,0,0.4,-5,2.1,-11,0.1
Cc1ccc(-n2c(SCc3cc(=O)n4ccsc4n3)nnc2-c2cccnc2)c(C)c1,0.4,0.4,-1.5,0,-2.0,-1,-2.2,3,1.4,-1,0.8
COc1ccc(-c2nn(C)c3sc(C(=O)NCCN(C)C)cc23)cc1OC,-0.7,0.4,-1.3,-5,3.1,1,-0.8,9,3.5,i,0.2
